GAA spleen mod = inhibits or activates alpha-glucosidase in human spleen homogenate; P10253; Potency, µM (highest dose often 79.9 µM), for inactives: at the top dose activity change, negative = inhibition, actives largely listed as inhibitors; human spleen homogenate, 4-MU-alpha-glucoside fluorescence; 240,000 compounds, 0.006% hits; AID 2112;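 further: 0% = enzyme with vehicle and -100% = no enzyme basal signal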
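Enzyme source: human spleen homogenate, 1 ug/well. Buffer 50 mM citric acid/K phosphate pH 5.0, 0.01% Tween-20. 4-MU-alpha-glucoside 1 mM; 37 C x 40 min; NaOH/glycine stop; fluorescence.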
RECQ1 inh = RECQ1 (human) helicase inhibition; Potency, µM (top dose mostly 57.3 µM), without a hit: top-dose activity, negative = inhibition, usual class: inhibitors; 240,000 compounds, 0.54% hits; P46063; RECQ1 DNA unwinding, red fluorescence kinetic read; AID 2549;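 further: plate controls were vehicle for no effect and no enzyme for full effect; nearly all actives have a fitted effect of over 30% in size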
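RECQ1T1 50 nM; forked duplex (20 bp + 30-nt ss tails) 200 nM, ATP 2 mM final; pH 8.0, 2 mM MgCl2, 2.5 ug/ml poly(dI-dC); 15 min compound preincubation; discontinuous kinetic read over 2 h at RT.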
TexasRed fluor = counter-screen for TRb-SRC2 inhibitors: fluorescence interference; TRb/SRC2 Texas Red total fluorescence interference; Potency, µM (series often up to 106 µM), for inactives: at the highest dose fluorescence change, negative = quenching; 280,000 compounds, 0.29% hits; AID 1479; active means well fitted curve in either direction with a large enough effect; inconclusive means small, poorly fitted or top-dose-only effect
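Flags fluorescent or light-absorbing compounds by total fluorescence, S + 2P, at 555 nm excitation and 632 nm emission. Mixture: 20 nM Texas Red SRC2 peptide, 0.6 uM human TRb LBD, 1 uM T3, 5% DMSO; compound exposure 5 h at ambient temperature.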
TRb SRC2 PPI = disrupts binding of human TR beta to SRC2. P10828. TRbeta-SRC2 peptide binding, fluorescence polarization; receptor liganded with 1 µM T3. Potency, µM (highest dose often 106 µM), without a hit: at the top dose activity change, negative = inhibition, actives largely listed as inhibitors. 280,000 compounds, 0.065% hits;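 further: plate controls were bound peptide for no effect and peptide without receptor for full effect; nearly all actives have a fitted effect of over 50% in size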
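Human TRb LBD (0.6 uM) plus Texas Red-labeled SRC2 peptide (20 nM), 1uM T3, 5% DMSO, 5 hr at ambient temperature. Decreased polarization (555/632 nm) flags inhibition; data normalized to free and bound peptide controls.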
GAA glycogen mod = alters human alpha-glucosidase cleavage of glycogen | P10253 | 300,000 compounds, 0.38% hits | recombinant GAA, glycogen substrate, Amplex Red glucose oxidase fluorescence | Potency, µM (doses to about 76.4 µM), for the others: at the highest dose activity change, negative = inhibition, most hits filed as inhibitors;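 further: 0% = full enzyme reaction and -100% = no-enzyme basal signal; the screen sought inhibitors and activators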
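Recombinant human enzyme (4 nM); glycogen substrate; 37 C, 40 min, pH 5.0. Readout: coupled glucose oxidase/Amplex Red fluorescence.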
L3MBTL1 inh = blocks human L3MBTL1; Potency, µM (series often up to 57.1 µM), without a hit: top-dose activity, negative = inhibition, actives largely listed as inhibitors; AlphaScreen L3MBTL1–H3K9me1 peptide binding; Q9Y468; 230,000 compounds, 0.66% hits; further: nearly all actives have a fitted effect of over 60% in size
Target sequence (Q9Y468 whole entry, looked up): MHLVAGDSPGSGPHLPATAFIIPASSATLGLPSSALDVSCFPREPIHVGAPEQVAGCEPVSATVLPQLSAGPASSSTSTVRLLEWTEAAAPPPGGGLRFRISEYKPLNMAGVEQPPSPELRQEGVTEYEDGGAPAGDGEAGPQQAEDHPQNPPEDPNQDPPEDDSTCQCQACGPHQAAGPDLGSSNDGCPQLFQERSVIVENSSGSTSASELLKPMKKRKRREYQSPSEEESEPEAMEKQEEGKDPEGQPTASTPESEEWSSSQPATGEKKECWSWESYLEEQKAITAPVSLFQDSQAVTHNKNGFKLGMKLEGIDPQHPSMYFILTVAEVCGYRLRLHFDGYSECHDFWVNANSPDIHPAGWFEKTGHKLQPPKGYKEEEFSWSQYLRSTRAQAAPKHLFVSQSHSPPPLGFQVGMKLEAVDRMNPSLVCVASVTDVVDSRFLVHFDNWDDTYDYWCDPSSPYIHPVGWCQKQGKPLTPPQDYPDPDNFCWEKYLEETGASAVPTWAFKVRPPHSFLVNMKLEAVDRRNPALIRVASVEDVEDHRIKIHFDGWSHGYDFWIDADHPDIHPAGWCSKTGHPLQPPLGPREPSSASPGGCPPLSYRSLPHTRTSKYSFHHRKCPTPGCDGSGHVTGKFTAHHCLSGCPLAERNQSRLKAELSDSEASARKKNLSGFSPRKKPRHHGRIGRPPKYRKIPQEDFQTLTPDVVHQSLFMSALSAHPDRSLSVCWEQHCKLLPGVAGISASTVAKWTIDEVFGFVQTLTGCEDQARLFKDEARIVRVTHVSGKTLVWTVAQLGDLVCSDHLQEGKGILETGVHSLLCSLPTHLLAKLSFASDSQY
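Read-out is AlphaScreen signal from streptavidin donor and nickel chelate acceptor beads (10 ug/mL final each) bridging L3MBTL1 (50 nM) and biotinylated K9-monomethylated H3(1-15) peptide (75 nM), after 30 min compound exposure at room temperature.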
GAA inhib = inhibitors of human lysosomal alpha-glucosidase. P10253. purified human GAA, 4-MU-alpha-glucoside fluorescence. Potency, µM (titrated, usually from 76.9 µM), without a hit: at the highest dose activity change, negative = inhibition, most hits filed as inhibitors. 200,000 compounds, 0.005% hits. AID 1466;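 further: plate controls were uninhibited enzyme wells for no effect and no-enzyme background for full effect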
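Human enzyme at 4 nM with 400 uM 4-methylumbelliferyl-alpha-D-pyranoside, citrate/phosphate buffer pH 5.0, 0.005% Tween-20, 20 min at room temperature. Compounds up to 77 uM. 4-MU fluorescence (Ex 365/Em 440) read after NaOH/glycine stop; AC50 from Hill fit.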
GoLoco inh red = inhibitors of human Gai1-RGS12 GoLoco interaction (red fluorophore) | P63096 | Gai1:RGS12 GoLoco peptide FP, rhodamine, 10 min | Potency, µM (top dose mostly 61.6 µM), inactives show at the highest dose activity, negative = inhibition, actives largely listed as inhibitors | 230,000 compounds, 0.44% hits; active means well fitted inhibition curve with a large enough effect, not every such curve was filed as active; inactive means no such curve, though single readings can be large or run the other way; further: nearly all actives have a fitted effect of over 30% in size; many of its hits are not listed in these tables
Numbers without * were called inactive; i = inactive; ? = inconclusive; / = no result given; [ ] = dose if it differs, or a comment. Unless noted, the call rests on the fitted dose curve; in most records, active means well fitted curve in the direction sought with a large enough effect; inconclusive means small, poorly fitted or top-dose-only effect, or another doubt; inactive means no such curve, though single readings can be large; an effect the other way counts as inactive or inconclusive. Unless noted, on the % scale 0 is the no-effect control and ±100 the full control effect; potency means the concentration at half of the fitted maximal effect.

SMILES	GAA spleen mod	RECQ1 inh	TexasRed fluor	TRb SRC2 PPI	GAA glycogen mod	L3MBTL1 inh	GAA inhib	GoLoco inh red
COc1ccc([N+](=O)[O-])cc1N(CC(O)CN(CC(C)C)CC(C)C)S(=O)(=O)c1ccccc1 (stereo unspecified)	-2%	-3%	2%	3%	4%	-8%	?	14%
Cc1cc(C)nc(NC(=O)Cc2cccs2)n1	-2%	-12%	1%	0%	3%	/	1%	-2%
C=CCNc1oc(-c2ccc(OC)cc2)nc1C#N	0%	-4%	-5%	-12%	?	-6%	-16%	5%
CC1CCCc2sc3ncn(N)c(=N)c3c21 (stereo unspecified)	-5%	3%	-1%	6%	-5%	?	5%	59%[activator]
CCCn1c(SCC(=O)Nc2ccccc2Oc2ccccc2)n[nH]c1=O	-10%	-5%	-1%	4%	-5%	/	-10%	15%
CCOC(=O)Cc1csc(NC(=O)CSc2nnc(C(C)C)n2CC)n1	3%	-4%	-3%	-9%	7%	-1%	1%	8%
CCN(CC)S(=O)(=O)c1ccc2c(c1)N(CC(=O)N(CCc1ccncc1)C(C)C)C(=O)CO2	8%	0%	0%	7%	-2%	/	-4%	4%
O=C(CN1CCN(c2ccccc2F)CC1)Nc1ccc2c(c1)CCC2	8%	4%	0%	5%	-3%	0%	-12%	-10%
CC[n+]1c(/C=C/c2ccc(N(C)C)cc2)ccc2ccccc21	-4%	7%	-3%	-11%	-6%	?	-5%	288%[activator]
Cc1nn(C)c(C(=O)NNC(=S)NCc2ccco2)c1Br	3%	i	-6%	-10%	?	29%	/	-7%
O=C(CC12CC3CC(CC(C3)C1)C2)N/N=C\c1ccc[nH]1	9%	i	1%	-4%	-1%	/	6%	5%
COc1ccc(-c2ccc(-c3noc(-c4ccccc4F)n3)c(OC)n2)cc1	-8%	i	3%	-6%	-8%	-7%	3%	-1%
COc1ccccc1NC(=O)c1ccc(NC(=O)CN2CCCC2)cc1	-10%	1%	0%	3%	-2%	/	0%	0%
COc1ccc(N2C(=O)CSC2c2ccc3c(c2)OCO3)cc1 (stereo unspecified)	5%	-6%	-2%	3%	1%	/	4%	-5%
NS(=O)(=O)c1cccc(NC(=O)CSc2ncnc3ccccc23)c1	-9%	-4%	-2%	3%	1%	-6%	/	-2%
O=C(CCNS(=O)(=O)c1cccc2nsnc12)NC1CCCc2ccccc21 (stereo unspecified)	-12%	-6%	2%	-9%	8%	/	-4%	1%
COC(=O)[C@@]1(Cc2ccc(OC)cc2)[C@H]2c3cc(C(=O)N4CCCC4)n(CCc4ccc(O)c(O)c4)c3C[C@H]2CN1C(=O)c1ccccc1	4%	-1%	3%	-3%	/	/	/	-13%
O=C(Nc1cccc(NC(=O)c2sc3ccccc3c2Cl)c1)c1ccco1	-2%	-11%	-2%	-10%	1%	4%	3%	20%
CCOC(=O)C1CCN(Cc2nnnn2CCc2ccccc2)CC1	1%	i	-11%	1%	-1%	-1%	8%	16%
CCOc1ccccc1NC(=S)N1CCN(c2nc(-c3cccc(OC)c3)cs2)CC1	4%	i	-1%	1%	4%	-12%	5%	24%

Whole records as entered above. Screens in order: GAA spleen mod, RECQ1 inh, TexasRed fluor, TRb SRC2 PPI, GAA glycogen mod, L3MBTL1 inh, GAA inhib, GoLoco inh red
Results for `O=C(Nc1cccc(NC(=O)c2sc3ccccc3c2Cl)c1)c1ccco1` = -2%, -11%, -2%, -10%, 1%, 4%, 3%, 20%
Results for `CCOc1ccccc1NC(=S)N1CCN(c2nc(-c3cccc(OC)c3)cs2)CC1` = 4%, i, -1%, 1%, 4%, -12%, 5%, 24%
Results for `O=C(CC12CC3CC(CC(C3)C1)C2)N/N=C\c1ccc[nH]1` = 9%, i, 1%, -4%, -1%, /, 6%, 5%
Results for `COC(=O)[C@@]1(Cc2ccc(OC)cc2)[C@H]2c3cc(C(=O)N4CCCC4)n(CCc4ccc(O)c(O)c4)c3C[C@H]2CN1C(=O)c1ccccc1` = 4%, -1%, 3%, -3%, /, /, /, -13%
Results for `C=CCNc1oc(-c2ccc(OC)cc2)nc1C#N` = 0%, -4%, -5%, -12%, ?, -6%, -16%, 5%

Other structures follow.
SMILES	GAA spleen mod	RECQ1 inh	TexasRed fluor	TRb SRC2 PPI	GAA glycogen mod	L3MBTL1 inh	GAA inhib	GoLoco inh red
Cc1nn(CCC(N)=O)c2nc(-c3cccs3)cc(C(F)(F)F)c12	-2%	-4%	1%	-10%	-12%	21%	10%	-22%
Cn1cc(/C=C/C(=O)N2CCCC(C(=O)c3cccc4ccccc34)C2)cn1 (stereo unspecified)	-1%	0%	-6%	1%	-2%	4%	/	-2%
CC(C)(C)c1cc(C(=O)N2CCN(c3ncccn3)CC2)ccn1	-6%	11%	3%	4%	-13%	/	-2%	-3%
CC(C)(C)n1nnnc1C(c1ccc(F)cc1)N1CCC(C(N)=O)CC1 (stereo unspecified)	3%	i	0%	1%	-10%	12%	13%	9%
Cc1cccc(NC(=S)NC(=O)/C=C/c2ccccc2)n1	1%	i	-2%	3%	21%	6%	9%	4%
Cc1cc(CNC(=O)COc2ccc(F)cc2)c2ccccc2n1	-1%	i	0%	-6%	-12%	5%	-7%	4%
CCOC(=O)C1=NNC(C(=O)c2ccc(C)cc2)C1c1ccc(C)cc1 (stereo unspecified)	-5%	-14%	-3%	-8%	-6%	-4%	-4%	-1%
Cc1ccc(NC(=O)Cn2nc(C)cc2C)cc1	0%	-2%	-1%	-1%	2%	1%	7%	0%
Cc1cccc(C)c1NC(=O)CN1C(=O)N(C)Cc2ccccc21	-8%	i	-6%	-3%	4%	-4%[11.4 µM]	1%	14%
Cn1c(-c2ccco2)nc2cc3ccccc3cc21	20%	7%	-2%	-1%	-5%	17%	?	2%
CC1Cc2ccccc2N1C(=O)CNc1cccc(S(=O)(=O)N2CCCC2)c1 (stereo unspecified)	4%	-6%	-2%	-11%	-15%	-9%	-3%	13%
COC(=O)C(CCSC)NC(=O)CNS(=O)(=O)c1ccc(F)cc1 (stereo unspecified)	-5%	-2%	0%	7%	2%	9%	3%	12%
O=C(Cc1ccccc1)Nc1ccc2c(c1)CCC2	-3%	-4%	-1%	-4%	1%	/	-4%	3%
O=C(Cn1cc(C(F)(F)F)ccc1=O)N/N=C/c1ccc(O)cc1	-13%	-2%	0%	-7%	-1%	0%	/	7%
O=C(Cc1nc(-c2cnccn2)no1)NNC(=O)Nc1ccccc1	0%	-10%	-2%	-5%	3%	16%	/	4%
COC(=O)C(=C/C=C/c1cccnc1)C(=O)OC	-8%	-7%	0%	-4%	13%	9%	8%	5%
NC(=O)C1CCN(C(=O)CNC(=O)c2ccccc2)CC1	-2%	i	-1%	3%	-6%	/	-6%	6%
Cc1ccc2c(c1)C(O)(CC(=O)c1ccc3c(c1)OCO3)C(=O)N2 (stereo unspecified)	-6%	0%	1%	7%	4%	-8%	3%	7%
Cc1ccc(C(=O)NC(=S)NNS(=O)(=O)c2ccc(C)cc2)cc1	-6%	5%	-3%	-3%	-3%	-16%	-2%	12%
COC(=O)c1cc(-c2ccc(Br)cc2)n[nH]1	5%	-16%	2%	1%	3%	/	-4%	17%
CNC(=O)/C(C#N)=C/c1ccc(-c2ccccc2[N+](=O)[O-])o1	0%	i	-2%	-1%	-8%	-7%	?	7%
Cc1ccc(NC(=O)Nc2nnc(Cc3ccc([N+](=O)[O-])cc3)s2)cc1	-1%	0%	-4%	-9%	8%	2%	-7%	7%
CC(=O)NS(=O)(=O)c1ccc(NC(=S)NC(=O)Cc2ccccc2)cc1	1%	0%	-3%	-5%	8%	11%	-5%	6%
O=C(c1ccc(CS(=O)(=O)c2ccc(Br)cc2)o1)N1CCCC1	0%	3%	-2%	-8%	-6%	/	?	2%
O=C(O)c1cccc(NC(=S)NCc2ccccc2)c1	-1%	9%	-1%	3%	13%	6%	?	12%
CCCNC(=O)CN(c1cccc(F)c1)S(C)(=O)=O	-3%	0%	-2%	0%	-5%	7%	?	-2%
CC1(C)CC(=O)C2=C(C1)Nc1ccccc1N1C(=O)c3ccccc3C21 (stereo unspecified)	-4%	-16%	2%	-3%	4%	/	-5%	-7%
CNS(=O)(=O)c1ccc2nc(NC(=O)/C=C/c3ccco3)sc2c1	-5%	?	?	?	2%	/	1%	89%[activator]
COc1ccc(NC(=O)CCCn2c(=O)c3sccc3n(Cc3ccc(C)cc3)c2=O)cc1	-25%	-6%	2%	-18%	20%	8%	5%	4%
O=C(Nc1ccc2[nH]c(=S)sc2c1)Nc1ccccc1F	-9%	i	-7%	3%	-3%	-23%	-10%	8%
CCc1ccnc(NS(=O)(=O)c2ccc3c(c2)OCCO3)c1	4%	-10%	0%	-7%	-5%	6%	3%	0%
CCNc1nc(Oc2c(Cl)cccc2Cl)cc(C(F)(F)F)n1	-8%	1%	2%	-4%	-10%	7%	7%	3%
CCCCCC(=O)NC(=S)NNC(=O)c1ccc([N+](=O)[O-])cc1	-1%	-1%	7%	0%	-7%	18%	-18%	4%
CCOC(=O)C1=C(C)NC(=O)NC1c1ccsc1 (stereo unspecified)	-2%	-8%	0%	4%	4%	/	3%	8%
O=C(C(Cl)Cl)N1CCN(Cc2ccccc2)CC1	-9%	3%	1%	6%	15%	-3%	-3%	7%
CCCC(C)C(=O)Nc1ccc(F)c(Cl)c1 (stereo unspecified)	0%	i	-2%	-6%	-9%	6%	-12%	-4%
CN1CCN(CCC(=O)Nc2cccc(F)c2)CC1	7%	0%	-1%	5%	6%	-11%	-2%	-12%
CCc1nnc(NC(=O)CSc2nnc(-c3ccco3)n2CC)s1	4%	0%	4%	-6%	-3%	-2%	-3%	-1%
CCN(CC)C(=O)c1sc(NC(=O)c2c(OC)cccc2OC)c(C#N)c1C	-4%	i	-2%	-1%	4%	-7%	8%	33%
Nc1nc(=S)[nH]c2c1C1(CCCCC1)Cc1ccccc1-2	-7%	-13%	-5%	-7%	-9%	0%	3%	14%

Bioassay records deposited in PubChem by National Center for Advancing Translational Sciences (NCATS).

These rows are one share of the data; rates above refer to the full screens.
